Assay outcomes (PubChem)
Polio RdRp inh – poliovirus RNA polymerase inhibition; poliovirus polymerase elongation, fluorescence polarization; hits give low values; AID 588519; 150,000 tested, 0.66% active; P03300; % elongation, % (compound at 16.7 µg/mL); in the data active = % elongation below about 90%; note: some results filed as inactive read as strong as hits
Target sequence (P03300 1749-2209 limits assumed): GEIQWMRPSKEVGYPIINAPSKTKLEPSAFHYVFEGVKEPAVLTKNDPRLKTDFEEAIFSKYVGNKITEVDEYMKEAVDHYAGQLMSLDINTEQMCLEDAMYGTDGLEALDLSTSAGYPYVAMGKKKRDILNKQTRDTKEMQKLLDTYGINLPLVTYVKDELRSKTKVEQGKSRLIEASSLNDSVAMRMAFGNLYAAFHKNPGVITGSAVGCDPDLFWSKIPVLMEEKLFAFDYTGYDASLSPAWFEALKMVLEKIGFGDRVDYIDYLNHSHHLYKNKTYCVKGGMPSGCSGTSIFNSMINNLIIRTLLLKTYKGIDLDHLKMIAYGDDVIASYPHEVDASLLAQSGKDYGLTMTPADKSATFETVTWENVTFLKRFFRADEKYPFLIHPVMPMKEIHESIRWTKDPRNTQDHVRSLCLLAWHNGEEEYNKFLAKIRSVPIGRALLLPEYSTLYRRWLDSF
Polio RdRp inh FP z-score – also measured in Polio RdRp inh; calls as there; z-score; measured here: FP z-score; hits read low
Numbers without * were called inactive.

| canonical_smiles | Polio RdRp inh | Polio RdRp inh FP z-score |
| --- | --- | --- |
| O=C1CC(c2nc3ccccc3n2C/C=C/c2ccccc2)CN1c1ccc(Cl)cc1 (stereo unspecified) | 100 | -0.8 |
| CCOC(=O)C1CCCN(S(=O)(=O)c2cc(-c3onc(C)c3C)ccc2OC)C1 (stereo unspecified) | 111 | 0.9 |
| O=c1[nH]n(-c2ccc(S(=O)(=O)N3CCCC3)cc2)c(=O)c2ccccc12 | 99 | -0.4 |
| O=C(C1CSC2(c3ccc(F)cc3)CCC(=O)N12)N1CCCCCC1 (stereo unspecified) | 104 | 0.3 |
| CN(C)c1ccc(CNC(=O)CCCN2C(=O)CCn3nc(-c4cccn4C)cc32)cc1 | 102 | -1.2 |
| CCC(C(=O)Nc1nnc(C2CC2)s1)c1ccccc1 (stereo unspecified) | 100 | -0.3 |
| O=C(Nc1cc(C(F)(F)F)ccc1N1CCCCC1)c1ccncc1 | 101 | 0 |
| CCCCn1c(=O)[nH]c(=O)c2c1nc(-c1cccs1)c(=O)n2C | 47 | -6.4 |
| O=C(CC(c1ccccc1)c1ccccc1)Nc1ccc(Cl)cc1 | 109 | 0.5 |
| COc1ccc2cc(C#N)c(N3CCCN(C(=O)/C=C/C(=O)O)CC3)nc2c1 | 102 | 0 |
| Cc1ccc(CNC(=O)c2sc3ncnc(N(C)C4CCCCC4)c3c2C)cc1 | 106 | -0.1 |
| O=C(O)CC1(CC(=O)NCc2ccccc2F)CCCCC1 | 99 | -1 |
| Cc1ccc(O)c(C2=Nc3ccccc3N=C(c3ccco3)C2)c1 | 103 | 0.3 |
| Cc1nc2ccccc2n2c(-c3ccccc3)c3c(=O)n(C)c(=O)n(C)c3c12 | 103 | -0.3 |
| Cc1ccc(OCC(=O)NCC(=O)OCc2cc(=O)n3nc(C)sc3n2)cc1 | 109 | 0.8 |
| CC(CC(=O)N1CCc2ccccc2C1)CC1=NS(=O)(=O)c2ccccc2N1 (stereo unspecified) | 103 | 0.3 |
| Cc1ccc(NC(=O)C2CCN(S(=O)(=O)c3c(C)noc3/C=C/c3cccs3)CC2)cc1F | 109 | 0.9 |
| Cc1ccc(CNC(=O)C2CCN(S(=O)(=O)c3ccc4nc(-c5ccccc5)[nH]c4c3)CC2)cc1 | 100 | -0.4 |
| CSCCSc1nnc(C)n1C1CCCCC1 | 105 | 0.5 |
| COc1ccc(S(=O)Cc2ccc(C(=O)N3CCN(c4cccc(C)c4C)CC3)o2)cc1 (stereo unspecified) | 100 | -1.5 |
| CC(C)c1ccc(-n2c(=O)[nH]c3ccccc3c2=O)cc1 | 73* | -3.6* |
| CCOc1ccc(C2CC(=O)c3c([nH]c(C(=O)OC4CCC(C)CC4)c3C)C2)cc1 (stereo unspecified) | 106 | 0.1 |
| N[C@@H](CO)CSCc1ccccc1 | 107 | 0.5 |
| Cc1ccc2nc(-c3ccc(NC4=CC(=O)CCC4)cc3)sc2c1 | 103 | 0.6 |
| O=C(Nc1nnc(Cc2ccccc2)s1)c1ccncc1 | 105 | -0.7 |
| O=C(Nc1cccc(C(F)(F)F)c1)N1CCN(Cc2ccccc2)CC1 | 105 | 0.4 |
| CC(=O)c1ccc(NC(=O)CCc2c(C)nc3cc(-c4ccc(Cl)cc4)nn3c2C)cc1 | 106 | 0.2 |
| Cc1ccc(Cl)cc1NC(=O)CC(C(=O)O)N1CCN(C)CC1 (stereo unspecified) | 105 | 0.2 |
| CCN(CC)CCCNC(=O)CN1C(=O)COc2ccc(S(=O)(=O)N3CCC(C)CC3)cc21 | 100 | -1.4 |
| COc1cc(NC(=O)CNC(C)C)cc(OC)c1 | 106 | 0.4 |
| COc1ccc(C2SCC(=O)N2c2ccc(Br)cc2)cc1 (stereo unspecified) | 102 | -0.1 |
| Cc1cccc(N2CCN(S(=O)(=O)c3ccc4[nH]c5c(c4c3)CCCCC5)CC2)c1C | 110 | 0.5 |
| COc1ccc(C(=O)Nc2nc(-c3ccc(Br)cc3)ns2)cc1 | 109 | 0.5 |
| Cc1cccc(NC(=O)CSc2nnc(C)c(=O)[nH]2)c1 | 109 | 0.8 |
| CC(=O)NC1C(=O)N(Cc2ccccc2)c2c(C)ccc(Cl)c21 (stereo unspecified) | 101 | 0.2 |
| CCN(CC)CCCN | 100 | -0.1 |
| CC1CCCCC1NC(=O)CSCC(=O)O (stereo unspecified) | 99 | -0.3 |
| CCC12CN3CCN(CC(C3)/C1=N\NC(=O)Nc1ccccc1)C2 | 102 | 0 |
| CCOC(=O)Nc1ccc2c(COC(=O)c3cccn3C)cc(=O)oc2c1 | 102 | 0.1 |
| CCC(C)NC(=O)Cn1c(=O)n(Cc2ccc(C(=O)NCc3ccccc3OC)cc2)c(=O)c2ccccc21 (stereo unspecified) | 106 | -0.1 |
| CNc1nc(-c2ccc3c(c2)CCN3C(=O)C(C)C)cs1 | 103 | 0.4 |
| CC(C)CC(NC(=O)C1CCC(C)CC1)C(=O)O (stereo unspecified) | 101 | 0.2 |
| FC(F)(F)CNCc1ccco1 | 103 | -0.1 |
| Cc1cc(OC(C)C(=O)NCC2CCCO2)cc(C)c1Cl (stereo unspecified) | 101 | 0.2 |
| O=C1c2ccccc2NC(c2ccccn2)N1CCCN1CCOCC1 (stereo unspecified) | 100 | -0.4 |
| CC(=O)N(Cc1ccccc1)Cc1cn(-c2ccccc2)nc1-c1cccs1 | 99 | -0.9 |
| CN(C)c1ccc(CNS(=O)(=O)c2ccc3[nH]c4c(c3c2)CCCCC4)cc1 | 110 | 0.4 |
| O=C(COC(=O)c1n[nH]c2ccccc12)NCc1ccccc1 | 102 | 0.3 |

Not a retest: 3 of the compounds above.
| canonical_smiles | Polio RdRp inh | Polio RdRp inh FP z-score |
| --- | --- | --- |
| CC(C)CC(NC(=O)C1CCC(C)CC1)C(=O)O (stereo unspecified) | 101 | 0.2 |
| FC(F)(F)CNCc1ccco1 | 103 | -0.1 |
| Cc1cc(OC(C)C(=O)NCC2CCCO2)cc(C)c1Cl (stereo unspecified) | 101 | 0.2 |

Continued:
| canonical_smiles | Polio RdRp inh | Polio RdRp inh FP z-score |
| --- | --- | --- |
| Cn1c2ccccc2c2[nH]c3ccccc3c21 | 101 | 0.4 |
| Cn1ccnc1Sc1cnc(SCC(=O)c2ccc(Cl)cc2)nc1-c1ccccc1 | 106 | 0.5 |
| COc1ccccc1-[n+]1cc([O-])on1 | 102 | 0.2 |
| Cc1ccccc1Cn1c(=O)n(CCC(=O)NCc2ccco2)c(=O)c2sccc21 | 112 | 1.2 |
| Cc1cc(C)c(S(=O)(=O)Nc2ccc(-c3ccc(N4CCCCCC4)nn3)cc2)c(C)c1 | 108 | 0.4 |
| CN(C)c1ccc(CNC(=O)CCCN2C(=O)c3cccnc3Oc3ccc(Cl)cc32)cc1 | 113 | 1.5 |
| COc1cc(NC(=O)NC2(c3ccccc3)CC2)c(OC)cc1Cl | 109 | 0.5 |
| CCCC(C#N)c1ccc(Cl)cc1Cl (stereo unspecified) | 103 | 0.5 |
| CN1CCN(C(=O)C23CC4CC(CC(C4)C2)C3)CC1 | 107 | 1.5 |
| COc1ccc(Br)cc1/C=N/c1ncn[nH]1 | 99 | -0.1 |
| CCc1ccc(CN(Cc2cn[nH]c2-c2ccc(OC)cc2)C(=O)Nc2cc(Cl)ccc2OC)cc1 | 111 | 0.7 |
| N#Cc1c(N)n[nH]c1CCCNC(=O)C1c2ccccc2Oc2ccccc21 | 102 | -0.2 |
| O=C(CCN1C(=O)S/C(=C\c2cccs2)C1=O)Nc1nccs1 | 106 | 0.7 |
| CC(C)(C)c1ccc(OCc2ccc(-c3nnco3)cc2)cc1 | 101 | -0.2 |
| COc1ccc2nc(NC(=O)CN3CC4CC(C3)c3cccc(=O)n3C4)sc2c1 (stereo unspecified) | 100 | 0 |
| Nc1nonc1/C(=N/O)N1CCCCC1 | 100 | -0.5 |
| C=Cn1cc[n+](CC(=O)c2ccc(OC)cc2)c1 | 101 | 0 |
| Cc1ccc(Cn2cccc2C2=NC(C)(C)CO2)cc1 | 108 | -0.4 |
| O=C(CCc1nc2ccccc2s1)N1CCc2ccccc21 | 105 | 0.4 |
| CCN(CC)C(=O)c1ccc(NC(=O)COc2ccc(-c3nn(C)c(=O)c4ccccc34)cc2)cc1 | 105 | 0.2 |
| Cc1cc(-c2nc3ncccc3o2)ccc1NC(=O)COc1ccccc1C | 110 | 1 |
| CC1=C(c2ccc(C)cc2)S(=O)(=O)N(Cc2ccc(C(=O)NCc3ccccc3F)cc2)C1=O | 102 | -0.3 |
| CCOc1ccccc1NC(=O)C1CCN(S(=O)(=O)c2ccc3c(c2)CC(C)N3C(C)=O)CC1 (stereo unspecified) | 106 | 0 |
| CCCCC(=O)NC(c1ccc(N(C)C)cc1)c1ccc2cccnc2c1O (stereo unspecified) | 100 | -0.1 |
| COCc1c(C(=O)OCc2cc(Cl)c3c(c2)OCO3)oc2ccccc12 | 106 | 0.2 |
| N#Cc1ccccc1Cn1c(=O)n(Cc2ccc(C(=O)NCc3ccco3)cc2)c(=O)c2sccc21 | 101 | 0 |
| CC(C)C(NC(=O)c1ccc(F)cc1)C(=O)OCc1ccccc1 (stereo unspecified) | 100 | -0.3 |
| Cc1ccccc1-n1nc(C)c2c1CC(C)(C)CC2=O | 101 | -0.1 |
| c1ccc(C2C/C(=N\n3cnnc3)c3ccccc3O2)cc1 (stereo unspecified) | 102 | 0.3 |
| OCc1nc2ccccc2n1CC(O)Cn1ccc2ccccc21 (stereo unspecified) | 101 | 0.3 |
| CCCNS(=O)(=O)c1cc(Cl)ccc1OC | 99 | -1.5 |
| Nc1nonc1NC(=O)CSc1ccc(Cl)cc1 | 96 | -0.7 |
| CCN1C(=O)/C(=C\c2ccccc2)SC1=S | 103 | 0.3 |
| S=c1oc2ccccc2n1CN1CCN(c2ccccn2)CC1 | 101 | 0.1 |
| Cn1nc(Oc2ccc3ccc(=O)oc3c2)c(=O)n(C)c1=O | 107 | 0.4 |
| COC(=O)C1=CN(C(C)C)C=C(C(=O)OC)C1c1cccc(Br)c1 | 100 | -0.1 |
| CC(C)(C)c1cc2c(c(C(C)(C)C)c1)OCN(CC(=O)O)C2 | 104 | 0.4 |
| CC1=CC(=C2C(=O)NC(=S)NC2=O)C=C(C(F)(F)F)N1CCN(C)C | 101 | -0.3 |
| COC(=O)c1ccc(N2C(=O)C(C)SC2c2ccccc2)cc1 (stereo unspecified) | 101 | -0.5 |
| Cc1ccc(-c2nn(CC(=O)NC3CCCC3)c3c2cnc2ccccc23)cc1 | 108 | 0.5 |
| OCc1ccc(OCCOCCOc2ccc(Cl)c3cccnc23)cc1 | 100 | -0.2 |
| COc1ccc(/C=C2\SC(=O)N(CCNC(=O)C3CC(=O)N(c4ccc5c(c4)OCCO5)C3)C2=O)cc1OC (stereo unspecified) | 101 | -0.1 |
| COc1ccc(N2CCN(C(=O)CN3CC=C(c4ccccc4)CC3)CC2)cc1 | 102 | -0.1 |
| CONc1nc(NC(C)(C)C)nc(OCC#N)n1 | 102 | -0.2 |
| Cc1cc(=O)n(CC(=O)Nc2ccc3c(c2)OCO3)c2c1c(C)nn2-c1cccc(F)c1 | 100 | -0.2 |
| CC1=C(c2ccc(C)cc2)S(=O)(=O)N(Cc2ccc(C(=O)Nc3ccccc3C)cc2)C1=O | 111 | 0.4 |
| Cc1cccc(-c2noc(-c3cccnc3NCc3ccc(Cl)cc3)n2)c1 | 110 | 0.4 |
| Cc1c(C(=O)CN2C(=O)COc3ccc(Cl)cc32)c2ccccc2n1C | 105 | 1.1 |

Given as labelled records: entries from further up.
Compound: Cc1cc(=O)n(CC(=O)Nc2ccc3c(c2)OCO3)c2c1c(C)nn2-c1cccc(F)c1
  Polio RdRp inh = 100	Polio RdRp inh FP z-score = -0.2

Compound: Cc1c(C(=O)CN2C(=O)COc3ccc(Cl)cc32)c2ccccc2n1C
  Polio RdRp inh = 105	Polio RdRp inh FP z-score = 1.1

Compound: CC1=C(c2ccc(C)cc2)S(=O)(=O)N(Cc2ccc(C(=O)Nc3ccccc3C)cc2)C1=O
  Polio RdRp inh = 111	Polio RdRp inh FP z-score = 0.4

Compound: Cc1cccc(-c2noc(-c3cccnc3NCc3ccc(Cl)cc3)n2)c1
  Polio RdRp inh = 110	Polio RdRp inh FP z-score = 0.4

(more compounds)
| canonical_smiles | Polio RdRp inh | Polio RdRp inh FP z-score |
| --- | --- | --- |
| COC(=O)c1ccc(C(=O)OC)c(N=CC2=C(O)CC(C)(C)CC2=O)c1 | 101 | -0.2 |
| CCOc1ccc(CN2CCN(Cc3ccco3)CC2)cc1 | 104 | 0.1 |
| CCN(CC)C(=S)SCc1cn2cccc(C)c2n1 | 102 | 0.2 |
| Cc1nc(-c2cccs2)cs1 | 100 | -0.2 |
| O=C1CCC(=O)N1CCCn1c2ccccc2c2nc3ccccc3nc21 | 101 | -0.7 |
| CS(=O)(=O)N(CC(=O)N1CCCC1)Cc1ccc(F)cc1 | 100 | -1 |
| NCCNC(=O)CCc1n[nH]c(=O)c2ccccc12 | 102 | 0 |
| CCOC(=O)NC12CC3CC(CC(C3)C1)C2 | 100 | -0.1 |
| Cc1c(Cl)cccc1NC(=O)Nc1cccc(Cn2cccn2)c1 | 98 | -1 |
| O=C(CCCCn1c(=O)c2ccccc2n(CC(=O)Nc2cccc(F)c2)c1=O)NCCc1ccccc1 | 108 | 0.7 |
| COc1ccccc1C(=O)COC(=O)C1CCN(S(=O)(=O)c2cccs2)CC1 | 101 | 0.1 |
| CCOc1ccccc1NC(=O)c1sc2nc3c(cc2c1N)CN(Cc1ccccc1)CC3 | 107 | 0.4 |
| Cc1cccc(OCC(=O)NC(=S)Nc2ccc(-c3nc4ccccc4o3)cc2)c1 | 101 | 0.2 |
| COCC(C)Nc1nc2c(s1)CCCC2 (stereo unspecified) | 104 | 0.5 |
| S=c1nc(N2CCCCC2)[nH]c(N2CCCCC2)n1 | 99 | -0.3 |
| O=C1c2ccccc2C2CC(c3cc(Cl)ccc3Cl)=NN12 (stereo unspecified) | 112 | 1.5 |
| CCOC(=O)c1cc(-c2ccc(F)cc2)n(CCC(=O)NCc2ccccc2OC)c1C | 115 | 1.6 |
| COc1ccc2c(c1)c(C#N)c1n2CCN=C1N(C)C | 105 | 1 |
| COc1ccccc1NC(=O)CN(Cc1ccco1)C(=O)c1cccs1 | 102 | 0.1 |
| O=C(Cc1c(F)cccc1Cl)OCC(=O)c1ccccc1 | 99 | -0.8 |
| Cc1ccnc(NS(=O)(=O)c2ccc(NC(=O)/C=C/c3ccccc3)cc2)n1 | 103 | 0.4 |
| O=C1C2ON(c3ccccc3)C(c3cccs3)C2C(=O)N1c1ccccc1 (stereo unspecified) | 105 | 0.6 |

This is a subset; count on the stated rates, not on these rows.
